Assay outcomes (PubChem BioAssay)
Bcl-2 Bim block – inhibitors of Bim-Bcl-2 binding, primary screen, biochemical, multiplexed, human Bcl-2 family; Apoptosis regulator Bcl-2 (Homo sapiens), P10415; AID 950, 2007; inhibition, % at 10 µM; Bead-based flow cytometry, Bim peptide-Bcl-2 binding; actives 0.06% (n = 190,000); in the data active = inhibition above about 40%; inconclusive = no clear call, values can overlap the other calls;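 note: 0% = no compound wells with probe peptide and 100% = reference peptide inhibitor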
ABCB1 inh – ABCB1 efflux pump inhibitors, primary screen, cell-based, multiplex, flow cytometry, ABCG2 counter-screen | AID 1326, 2008 | CCRF-Adr cells, JC-1 efflux | ATP-dependent translocase ABCB1 (Homo sapiens), P08183 | actives 0.067% (n = 190,000) | inhibition, % at 6.6 µM; in the data active = inhibition above about 40%;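 note: 0% = vehicle and 100% = reference inhibitor; higher value means more JC-1 retained so stronger ABCB1 efflux block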
Bim-Bfl-1 – inhibitors of Bim binding to Bfl-1, primary screen, biochemical, multiplexed, bead-based flow cytometry; actives 0.12% (n = 190,000); Bim-Bfl-1 binding inhibition; inhibition, % at 10 µM;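 note: 0% = wells without compound plus tracer and 100% = blocker peptide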
Bcl-XL Bim block – inhibitors of Bim-Bcl-XL binding, primary screen, biochemical, multiplexed, bead flow cytometry, human Bcl-XL; Bim peptide-Bcl-XL binding, fluorescence; inhibition, % at 10 µM; actives 0.04% (n = 190,000); AID 1007, 2008
RGS8-Gao reg – RGS8-Galphao binding modulators, primary screen, biochemical, multiplexed bead flow cytometry; Guanine nucleotide-binding protein G(o) subunit alpha (Homo sapiens), P09471; actives lie on both sides; response (percent of control binding), % at 10 µM; actives 0.34% (n = 220,000); AID 1423, 2008; in the data active = response below about 60% or above about 140%; inactive = in between;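 note: Galphao activated as the GDP aluminium fluoride complex binding bead-coupled RGS8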
Target sequence (P09471 whole entry, looked up): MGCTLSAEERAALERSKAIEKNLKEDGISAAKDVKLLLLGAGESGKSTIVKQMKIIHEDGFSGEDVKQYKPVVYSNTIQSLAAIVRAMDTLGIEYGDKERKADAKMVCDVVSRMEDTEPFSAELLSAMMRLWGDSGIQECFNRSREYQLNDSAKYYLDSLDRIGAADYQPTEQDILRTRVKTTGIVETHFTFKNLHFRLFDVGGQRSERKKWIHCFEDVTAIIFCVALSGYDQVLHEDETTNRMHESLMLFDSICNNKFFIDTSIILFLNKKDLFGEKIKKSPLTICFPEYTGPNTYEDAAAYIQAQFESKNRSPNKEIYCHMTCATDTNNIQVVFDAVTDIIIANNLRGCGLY
RGS7-Gao – RGS7-Galphao binding modulators, primary screen, biochemical, multiplexed bead flow cytometry. actives lie on both sides. actives 0.35% (n = 220,000). Guanine nucleotide-binding protein G(o) subunit alpha (Homo sapiens), P09471. binding response (% of control), % at 10 µM; in the data active = binding response below about 49% or above about 150%; inconclusive = no clear call, values can overlap the other calls; inactive = in between;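 note: fluorescent Galphao held in activated GDP-AlF4 state binding bead-coupled RGS7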
Bim-Bcl-W – inhibitors of Bim binding to Bcl-W, primary screen, biochemical, multiplexed, bead-based flow cytometry | Bcl-2-like protein 2 (Homo sapiens), Q92843 | actives 0.02% (n = 190,000) | inhibition, % at 10 µM | Bim peptide-Bcl-W binding | AID 952, 2007;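 note: 0% = bound tracer without compound and 100% = peptide blocker; higher means less fluorescent Bim peptide bound to Bcl-W beads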
RGS4-Gao reg – modulators of RGS4 binding to Galphao, primary screen, biochemical, multiplexed bead flow cytometry | Guanine nucleotide-binding protein G(o) subunit alpha (Homo sapiens), P09471 | actives lie on both sides | binding response (% of control), % at 10 µM | actives 0.33% (n = 220,000); in the data active = binding response below about 49% or above about 150%; inactive = in between;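 note: fluorescent Galphao activated with aluminum fluoride binding bead-coupled RGS4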
Bcl-B Bim block – inhibitors of Bim-Bcl-B binding, primary screen, biochemical, multiplexed, human Bcl-2 family; AID 951, 2007; actives 0.073% (n = 190,000); Bcl-2-like protein 10 (Homo sapiens), Q9HD36; bead-based flow cytometry, Bim peptide-Bcl-B binding; inhibition, % at 10 µM;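 note: 0% = tracer peptide without compound and 100% = reference inhibitor peptide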
ABCG2 block – ABCG2 efflux pump inhibitors, primary screen, multiplex with ABCB1, IgMXP3 cells, flow cytometry | Broad substrate specificity ATP-binding cassette transporter ABCG2 (Homo sapiens), Q9UNQ0 | JC-1 efflux | inhibition, % at 6.6 µM | actives 0.1% (n = 190,000) | AID 1325, 2008;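 active = inhibition above 80%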;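 note: 0% = DMSO and 100% = nicardipine control wells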
Target sequence (Q9UNQ0 whole entry, looked up): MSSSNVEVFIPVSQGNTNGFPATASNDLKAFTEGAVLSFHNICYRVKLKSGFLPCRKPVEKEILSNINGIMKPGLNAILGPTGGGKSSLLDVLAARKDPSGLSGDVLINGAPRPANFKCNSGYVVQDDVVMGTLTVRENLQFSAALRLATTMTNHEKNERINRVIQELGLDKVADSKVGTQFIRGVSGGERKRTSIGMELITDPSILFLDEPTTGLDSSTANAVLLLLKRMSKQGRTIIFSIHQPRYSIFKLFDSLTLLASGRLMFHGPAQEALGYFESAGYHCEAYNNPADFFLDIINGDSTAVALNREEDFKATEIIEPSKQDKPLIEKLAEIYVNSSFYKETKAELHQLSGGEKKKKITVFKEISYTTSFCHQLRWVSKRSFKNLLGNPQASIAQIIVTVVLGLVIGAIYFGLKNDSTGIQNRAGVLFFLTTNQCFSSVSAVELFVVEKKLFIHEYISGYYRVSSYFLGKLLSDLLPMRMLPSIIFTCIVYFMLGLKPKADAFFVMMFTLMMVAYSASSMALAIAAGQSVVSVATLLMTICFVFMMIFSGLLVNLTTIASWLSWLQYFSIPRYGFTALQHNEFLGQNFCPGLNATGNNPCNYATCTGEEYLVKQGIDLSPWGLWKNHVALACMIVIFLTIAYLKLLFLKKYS
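Test system: IgMXP3 cells (ABCG2) mixed with DDAO far-red-labelled CCRF-Adr cells (ABCB1). Reagent: JC-1 transporter substrate. Compound dosing: single test compound dose, 6.6 µM final. Times: 10 min compound exposure, 25 °C. Detection: flow cytometry of retained JC-1 fluorescence. Read-out basis: efflux inhibition in percent versus controls. Controls: nicardipine and DMSO wells.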
GSH fluor – compound fluorescence on glutathione beads, profiling panel, artefact control, biophysical, 488/530 nm, flow cytometry; AID 1776, 2009; GSH beads flow cytometry, compound fluorescence 488/530 nm; active compounds read high; actives 0.25% (n = 190,000); fluorescence (KMESF) at 10 µM; in the data active = fluorescence above about 89;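 note: glutathione beads carrying GST-tagged Bcl family fusion proteins plus one bare bead set; values are compound well signal with DMSO vehicle wells as background; inactives centre near 16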
* hit, by the source's call; ? = inconclusive; . = no result given. Cut-off read from the data, not from the text of the source, unless noted: active = inhibition above about 40%.

SMILES	Bcl-2 Bim block	ABCB1 inh	Bim-Bfl-1	Bcl-XL Bim block	RGS8-Gao reg	RGS7-Gao	Bim-Bcl-W	RGS4-Gao reg	Bcl-B Bim block	ABCG2 block	GSH fluor
COC(=O)CSc1ncc(C#N)c(N)n1	-7	1.1	-18	-5	100	99	0	99	-3	14	25
Cc1ccc(OCCn2c(C)c(/C=N/n3cnnc3)c3ccccc32)cc1	-8	2.1	-17	-5	101	103	0	100	-6	33	23
COCCN(C(=O)Nc1ccc(OC)cc1OC)C1CCN(C(C)=O)CC1	0	0.6	-1	0	102	105	0	104	2	11	34
Cc1cccc(CCNC(=O)CC2C(=O)NCCN2Cc2ccc(F)c(F)c2)n1 (stereo not given)	-7	0.4	-9	-3	100	100	-3	99	-4	1	12
COc1ccccc1-c1n[nH]c(=S)n1-c1ccccc1	-11	1.2	-1	-6	99	104	0	99	-28	8	14
CCOC(=O)c1c(C)n(CC)c2ccc(OC(=O)c3ccc([N+](=O)[O-])cc3)cc12	-5	1.9	-11	-8	100	.	-2	102	-7	21	9
COc1cc(/C=N/Nc2ccccc2[N+](=O)[O-])ccc1OC(=O)c1ccccc1F	0	0.1	-5	-1	99	98	-1	95	-1	1	15
COc1cccc(-c2nn(-c3ccccc3)cc2CN(C)C(C)c2ccncn2)c1 (stereo not given)	-2	0.5	-4	-1	103	101	-3	103	-2	2	15
CC1(C)Cc2c(sc3nc(-c4ccccc4)oc(=O)c23)CO1	-6	-0.1	-12	-7	94	93	-2	93	-13	0	9
COC(=O)c1ccccc1NC(=O)COc1ccc(S(=O)(=O)N2CCCC2)cc1C	-8	0.2	-12	-17	98	97	-2	96	-9	5	32
CCN(CC)c1ccc(C(=O)c2cnc(/N=C/N(C)C)s2)cc1	3	0.3	0	-1	107	102	1	100	-2	0	24
O=C(CN1C(=O)NC2(CCCCCCC2)C1=O)N1CCN(C(=O)c2ccco2)CC1	-3	0.2	-6	4	125	118	6	120	-4	1	38
CCC(=O)N(CCC(Cc1ccccc1)c1ccc2c(c1)OCO2)Cc1ccccc1F (stereo not given)	-1	0.0	-3	-2	102	104	1	101	-3	-1	13
CCC(C)Sc1nc2c(c(=O)n1C)SC(C)C2 (stereo not given)	-9	0.5	-12	-2	100	101	-3	101	-4	1	14
COc1ccc(-c2cc(C(F)(F)F)nc(-n3cc(Cl)cn3)n2)cc1	-2	1.3	0	-4	101	100	-3	100	-2	15	18
Cc1cccc(N=C2NC(=O)CS2)c1C	-7	0.2	-6	2	108	108	1	103	-7	1	49
COc1ccc(C(=O)NCCn2ccc3ccccc32)cc1	-6	0.6	-8	-3	95	95	2	91	-8	4	14
Cn1cc(CNC(=O)C2CCCCC2)cn1	2	-0.2	-2	2	76	85	-2	83	-2	-1	33
CCn1c(CCNC(=O)c2ccc(Cl)c(Cl)c2)nnc1SCCOc1ccc(OC)cc1	-3	2.1	-6	1	100	99	-1	99	-1	10	78
CCOc1ccc2nc(Cl)c(CN(C(C)=O)C3CCCCC3)cc2c1	0	1.0	-4	-1	103	103	-1	102	0	7	21
O=C(NCCCN1CCOCC1)c1csc2c1CCCC2	3	0.0	-8	-2	106	103	4	102	-7	0	16
O=C(NNC(=O)C1CC1c1ccccc1)c1ccccc1F (stereo not given)	-2	0.1	-4	-1	100	98	-3	99	-1	1	17
COc1ccccc1C1C2=C(N=C3SCC(=O)N31)c1ccccc1CC2 (stereo not given)	-9	1.4	-6	-3	103	100	-1	105	-6	3	29
CCCC(c1nnnn1CCOC)N1CCN(c2cccc(OC)c2)CC1 (stereo not given)	-9	1.6	-15	-3	101	102	1	105	-6	80	20
COc1ccc(NC(=O)c2ccc3c(c2)C(=O)N(Cc2cccnc2)C3=O)cc1	-3	0.8	-1	-7	103	108	-2	105	-7	14	25
CCn1c(CNc2ccc(Cl)cc2)nnc1SCC#N	-7	0.3	-7	0	102	97	-1	99	-1	1	14
Cc1cccc(NC(=O)NCC(c2ccco2)N2CCCCC2)c1 (stereo not given)	-1	0.3	-8	-6	99	98	-1	101	-6	2	24
O=C(NCCCN1CCOCC1)/C(=C/c1cccnc1)NC(=O)c1ccccc1	1	-0.1	0	-2	104	102	-1	102	-1	-1	71
O=C(C1CCC1)N1CCc2cc(S(=O)(=O)NCC3COc4ccccc4O3)ccc21 (stereo not given)	0	0.3	-2	0	94	102	-2	99	-3	1	5
COc1ncnc2c1sc1nc(-c3ccccc3)c3c(c12)CCCC3	-7	2.8	-11	-2	104	94	-6	101	-5	12	15
CC1=C(C(=O)Nc2ccc(Cl)cc2)C(c2cccs2)n2nnnc2N1 (stereo not given)	0	0.2	2	1	99	101	0	101	-2	19	51
COc1ccc2c(c1OC)C(=O)N1c3ccccc3C(=O)N(c3ccc(F)cc3)C21 (stereo not given)	-15	1.2	-19	-16	102	102	-2	102	-11	4	23
C/C(Cn1nnc([N+](=O)[O-])n1)=N\NC(=O)c1ccncc1	-2	-0.2	-6	-2	102	102	-3	102	-5	-1	13
CCOC(=O)C1=C(C)NC(=S)N(C=O)C1c1ccccc1 (stereo not given)	0	1.0	-1	-1	97	92	0	92	-8	4	17
C/C(=N/N=C/c1ccc(N(C)C)cc1)c1ccccc1	0	0.1	0	-2	92	98	-1	97	-2	3	5
Cc1c(Cl)cccc1NC(=S)N1CCN(C(=O)C2CCCO2)CC1 (stereo not given)	12	-0.1	0	-3	101	98	-12	99	23	0	9
Cc1cc(C)c2nc(SCc3ccc([N+](=O)[O-])cc3)nc(C)c2c1	-2	-0.3	1	0	104	99	-1	104	0	-1	21
COc1ccccc1N1CCN(CCCCOc2cccc3ccccc23)CC1	2	5.0	5	0	109	109	3	112	10	3	21
c1ccc(Cc2nnc(-c3ccccc3)o2)cc1	-6	-0.1	-4	1	100	99	0	101	-4	3	44
COc1cc(C2C(C(=O)/C=C/c3ccccc3)=C(O)C(=O)N2c2ccccn2)ccc1O (stereo not given)	-5	-0.3	-4	-2	103	105	0	106	-3	-1	9
CCCC(=O)Nc1sc(C)c(-c2ccc(OC)cc2)c1C#N	-6	-1.5	-4	-3	103	105	-2	105	-5	10	14
CCO[C@H]1OC(C(=O)NC2CC2)=C[C@@H](C)[C@@H]1CCCO	0	0.6	-6	-1	94	96	1	89	-2	2	17
COc1ccccc1NS(=O)(=O)c1cc(NC(=O)c2ccccc2F)ccc1N1CCOCC1	-6	1.2	-3	-6	99	?	-1	101	-13	1	14
CCN(CC)S(=O)(=O)c1ccc(Cl)c(NC(=O)COC(=O)/C=C/c2cc(OC)c(OC)c(OC)c2)c1	1	0.6	-1	-1	104	99	-1	101	3	2	14
COc1ccc(C2c3c(oc4ccccc4c3=O)C(=O)N2c2ccccn2)cc1 (stereo not given)	-7	2.0	-6	-11	100	103	-6	101	-9	9	16
CC/C(=N/O)C(=O)c1ccc(Br)cc1	0	-0.1	1	-1	101	95	3	98	-3	2	13
O=C(COc1cccnc1[N+](=O)[O-])Nc1ccccc1Sc1ccccc1	-5	3.0	-6	-16	99	101	-8	105	-12	65	19
Cc1sc2nc(SCC(=O)N(C)Cc3ccccc3)n(-c3ccccc3)c(=O)c2c1C	-1	0.6	-10	-3	97	99	1	96	0	2	15
N#Cc1c(NC(=O)c2ccncc2)sc2c1CCC2	6	-0.2	3	6	98	95	2	101	-2	0	15
Cc1cc(NS(=O)(=O)c2ccc(NC(=O)c3ccc(Br)o3)cc2)nc(C)n1	0	0.2	-4	-1	98	88	0	94	-4	-1	14

Reformatted as labelled records: three of the compounds above.
> Cc1cc(NS(=O)(=O)c2ccc(NC(=O)c3ccc(Br)o3)cc2)nc(C)n1
  Bcl-2 Bim block: 0 | ABCB1 inh: 0.2 | Bim-Bfl-1: -4 | Bcl-XL Bim block: -1 | RGS8-Gao reg: 98 | RGS7-Gao: 88 | Bim-Bcl-W: 0 | RGS4-Gao reg: 94 | Bcl-B Bim block: -4 | ABCG2 block: -1 | GSH fluor: 14

> COc1ccccc1N1CCN(CCCCOc2cccc3ccccc23)CC1
  Bcl-2 Bim block: 2 | ABCB1 inh: 5.0 | Bim-Bfl-1: 5 | Bcl-XL Bim block: 0 | RGS8-Gao reg: 109 | RGS7-Gao: 109 | Bim-Bcl-W: 3 | RGS4-Gao reg: 112 | Bcl-B Bim block: 10 | ABCG2 block: 3 | GSH fluor: 21

> O=C(COc1cccnc1[N+](=O)[O-])Nc1ccccc1Sc1ccccc1
  Bcl-2 Bim block: -5 | ABCB1 inh: 3.0 | Bim-Bfl-1: -6 | Bcl-XL Bim block: -16 | RGS8-Gao reg: 99 | RGS7-Gao: 101 | Bim-Bcl-W: -8 | RGS4-Gao reg: 105 | Bcl-B Bim block: -12 | ABCG2 block: 65 | GSH fluor: 19

(next part)
SMILES	Bcl-2 Bim block	ABCB1 inh	Bim-Bfl-1	Bcl-XL Bim block	RGS8-Gao reg	RGS7-Gao	Bim-Bcl-W	RGS4-Gao reg	Bcl-B Bim block	ABCG2 block	GSH fluor
CCOC(=O)CCc1c(C)c2ccc(OCC(=O)OC(C)C)cc2oc1=O	0	0.4	-2	-2	96	94	0	94	2	3	25
COc1cc(NC(=O)C2CC2)c(OC)cc1NC(=O)CCC(=O)NC1CCN(Cc2ccccc2)CC1	0	0.0	0	0	104	100	1	102	-2	0	24
Cc1ccc(-c2c3c(=O)n(C)c(=O)n(C)c3cn2Cc2cccnc2)cc1	-1	0.1	-5	-2	101	103	-2	100	-2	0	69
O=C(COc1ccc(/C=N/NC(=O)C(=O)N2CCCCCC2)cc1)Nc1ccccc1Cl	-4	0.3	0	-2	98	98	-5	97	-8	21	11
CC1CC(C)CN(C(=O)c2ccc(NC(=O)c3ccc(=O)[nH]c3)cc2)C1 (stereo not given)	-1	3.1	0	-2	88	98	0	94	-3	11	16
O=C(Nc1cc(Cl)ccc1O)c1snnc1-c1ccccc1	0	0.2	-1	0	101	102	0	99	0	3	13
CC(=O)N(CN1C(=O)c2ccccc2C1=O)c1cccc(C)c1	-4	-2.1	-10	-9	99	99	-3	100	-7	-3	34
O=C(c1cccc([N+](=O)[O-])c1)c1cc2ccccc2o1	2	6.0	-2	-1	97	99	-1	99	-3	14	7
O=C(Nc1ccc(S(=O)(=O)N2CCCCCC2)cc1)c1ccc(Br)o1	-6	1.4	-8	-3	98	95	-2	98	-3	68	28
O=C1CSC(c2ccccc2)N1c1nnc(C23CC4CC(CC(C4)C2)C3)s1 (stereo not given)	-2	0.1	-11	-1	102	99	1	102	-2	1	15
